Screening results: PubChem BioAssay, National Center for Advancing Translational Sciences (NCATS)
Abeta yeast res – compounds reversing amyloid beta toxicity in yeast; yeast expressing A-beta42, growth rescue, OD600, 48 h; response scale: 0% DMSO, 100% iron-clioquinol control; Potency, µM (titrated, usually from 46.1 µM), inactives show top-dose growth rescue, usual class: activators; hit rate 0.063% among 410,000; also: potency is read from the fitted curve at half-maximal effect; nearly all actives have a fitted effect of over 55% in size
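Yeast growth medium received pinned compounds, then yeast cells expressing toxic A-beta were added; plates incubated at 30 C for 48 hr. Growth read as absorbance at 600 nm, normalized to DMSO and equimolar FeCl3 plus clioquinol controls.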
EPAC2 antagonist – antagonists of human EPAC2. AID 720708. Q8WZA2. hit rate 0.18% among 360,000. Potency, µM (titrated, usually from 114 µM), without a hit: at the top dose activity, negative = inhibition, usual class: inhibitors. EPAC2 GEF exchange of Rap1B-BODIPY-GDP, fluorescence; also: potency is read from the fitted curve at half-maximal effect; % is scaled to controls: 0 for no effect and ±100 for the full control effect; nearly all actives have a fitted effect of over 45% in size; many of its hits are not listed in these tables
EPAC2 agonist – activates human EPAC2 exchange factor. Potency, µM (highest dose often 154 µM), for inactives: top-dose activation, actives largely listed as activators. hit rate 0.079% among 360,000. EPAC2 activation, biochemical qHTS; response scale: 100% = 6.5 mM cAMP response. Q8WZA2. AID 720711; also: potency is read from the fitted curve at half-maximal effect; nearly all actives have a fitted effect of over 50% in size
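In this primary screen, activation is scored as increased exchange of BODIPY-GDP from Rap1B by 100 nM EPAC2, with 50 uM GDP as competitor. Signal is normalized to the 6.5 mM cAMP agonist control.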
aSyn yeast inh – inhibitors of alpha-synuclein toxicity in yeast; Potency, µM (top dose mostly 46.1 µM), for inactives: top-dose growth rescue (activation), usual class: activators; hit rate 0.14% among 370,000; Yeast expressing alpha-synuclein, growth rescue, BacTiter-Glo, 24 h; AID 652106; also: potency is read from the fitted curve at half-maximal effect; % of control where 0% means no effect; nearly all actives have a fitted effect of over 65% in size
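Galactose-induced alpha-syn yeast (OD600=0.02, raffinose-pregrown) + pinned cpd, 24 hr, 30 deg C; growth by BacTiter-Glo luminescence. Growth restoration scores as activation.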
FUS yeast rescue – FUS proteinopathy suppression in yeast | S. cerevisiae FUS-expressing, growth rescue, OD600, 24 h | AID 1347120 | Potency, µM (highest dose often 76.6 µM), for inactives: at the top dose growth rescue (activation), usual class: activators | hit rate 0.24% among 390,000;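 also: potency is read from the fitted curve at half-maximal effect; plate controls were DMSO vehicle for no effect and reference control for full effect; nearly all actives have a fitted effect of over 55% in size; some results filed as inactive show a strong effect at the top dose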
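Toxicity suppression screen in FUS-yeast. Cells induced with 2% galactose, starting OD 0.005, treated 24hr at 30C with compounds at multiple final concentrations; growth by OD600.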
D3 ag – agonists of human D3 dopamine receptor | hit rate 0.58% among 410,000 | AID 652048 | D3R DiscoveRx beta-arrestin cells, luminescence, 90 min | max activation, % | P35462; in the data active = max activation above about 30%; also: 0% is about no effect; mostly tested at two doses, the higher about 12 µM
Target sequence (P35462 whole entry, looked up): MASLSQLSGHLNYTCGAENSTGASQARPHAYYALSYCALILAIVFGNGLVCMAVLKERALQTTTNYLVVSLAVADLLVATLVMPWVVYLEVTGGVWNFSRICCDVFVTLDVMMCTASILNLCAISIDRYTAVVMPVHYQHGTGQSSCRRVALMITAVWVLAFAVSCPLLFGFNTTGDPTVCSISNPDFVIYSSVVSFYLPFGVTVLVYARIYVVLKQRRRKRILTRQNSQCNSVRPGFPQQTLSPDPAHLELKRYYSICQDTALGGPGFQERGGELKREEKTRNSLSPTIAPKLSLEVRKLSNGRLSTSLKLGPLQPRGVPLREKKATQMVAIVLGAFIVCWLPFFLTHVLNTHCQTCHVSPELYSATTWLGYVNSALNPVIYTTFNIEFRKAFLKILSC
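Agonist mode: compounds and dopamine controls were applied to plated cells for 90 min at 37 degrees C after an overnight attachment at 1500 cells/well. Luminescent read-out followed 30 - 60 minutes at room temperature with DiscoveRx detection reagent.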
DRD3 antagonist – D3 dopamine receptor (human) antagonism; P35462; D3R cells, DiscoveRx beta-arrestin luminescence, antagonist mode; hits give low values; max response, negative = inhibition, %; hit rate 2.5% among 360,000; AID 652054; in the data active = max response below about -50%; inconclusive = no clear call, values can overlap the other calls; also: % is scaled to controls: 0 for no effect and ±100 for the full control effect; mostly tested at two doses, the higher about 12 µM
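Cells expressing the human receptor were seeded at 1500 cells/well, incubated overnight at 37 degrees C in 5% CO2, then exposed to library compounds with dopamine controls for 90 minutes at 37 degrees C before luminescent detection.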
TDP43 rescue – rescues yeast growth from TDP-43 toxicity. Potency, µM (titrated, usually from 46.1 µM), for the others: top-dose growth rescue (activation), usual class: activators. TDP-43 expressing yeast growth rescue, BacTiter-Glo, 24 h. AID 652104. hit rate 1.8% among 410,000; also: potency is read from the fitted curve at half-maximal effect; % of control where 0% means no effect; nearly all actives have a fitted effect of over 50% in size
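Yeast cells expressing TDP-43 under galactose induction are exposed to compounds for 24 hr at 30 deg C. BacTiter-Glo luminescence measures growth, so protective compounds score as activators.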
Starred values were filed as active, the others as inactive; ? = inconclusive; . = not tested or not shown; [ ] = another dose, or the depositor's remark. Unless noted, calls follow the shape of the dose curve; as a rule, active = well fitted curve in the direction sought with a large enough effect; inconclusive = small, poorly fitted or top-dose-only effect, or another doubt; inactive = no such curve, though single readings can be large; an effect the other way counts as inactive or inconclusive. An excerpt. The share of hits here may be higher or lower than overall.

compound	Abeta yeast res	EPAC2 antagonist	EPAC2 agonist	aSyn yeast inh	FUS yeast rescue	D3 ag	DRD3 antagonist	TDP43 rescue
CCn1ccnc1CN1CCN(CC=C(C)C)C(CCO)C1 (stereo unspecified)	-9%	9%[57.1 µM]	11%	-3%	-4%	1	-8	-8%
O=S(=O)(c1ccc(OCC(O)CNC23CC4CC(CC(C4)C2)C3)c(Cl)c1)N1CCOCC1 (stereo unspecified)	18%	-2%	2%	-5%	31%	-2	-13	.
CCCn1nnc(NC(=S)NC(=O)/C=C/c2ccco2)n1	10%	4%	1%	0%	?	-7	-14	-3%
O=C(CSCc1ccc([N+](=O)[O-])cc1)Nc1cccc(C(=O)Nc2ccccc2C(=O)O)c1	-5%	4%	-11%	9%	9%	4	?	-14%
Cc1cnnn1-c1ccc(C(=O)CCl)cc1	-26%	-1%	-10%	-1%	-3%	-1	0	-1%
COc1ccc(NC(=O)C[C@H]2C(=O)N(c3ccc(Br)cc3)C[C@@H]2C)cc1	11%	4%	0%	-1%	1%	5	-17	?
COc1ccc(C(=S)N2CCOCC2)cc1OC(=O)c1cccc([N+](=O)[O-])c1	5%	2%	6%	15%	?	-1	-26	?
O=C(NCC(=O)N(c1ccc(F)cc1)C(C(=O)NC1CCCCC1)c1ccncc1)c1ccco1 (stereo unspecified)	6%	1%	9%	1%	4%	1	12	-16%
CCn1cc(CNC(=O)c2ccc(Cl)c([N+](=O)[O-])c2)c(C)n1	8%	9%	6%	2%	.	2	2	10%
O=C(CSc1ccc(-c2ccco2)nn1)Nc1ccc(F)cc1F	6%	-6%	-5%	8%	11%	2	5	?
Cc1ccc(S(=O)(=O)Nc2cccc(-c3ccc(N4CCCC4)nn3)c2)c(C)c1	-3%	.	.	.	10%	3	.	-8%
OCC1(CC2CCCCO2)CCN(Cc2nc3ccccc3[nH]2)CC1 (stereo unspecified)	-10%	-3%	2%	-10%	-22%	-5	-2	7%
COC(=O)CN(c1nc(C)cc(OC)n1)S(=O)(=O)c1ccc(C)cc1	-9%	4%	16%	0%	0%	8	11	-7%
Cc1cccc(-c2nnc(SCC3CNC(=O)O3)n2-c2ccc(Cl)cc2)c1 (stereo unspecified)	0%	-2%	8%	12%	19%	6	-4	19%
CCOc1ccc(NC(=O)Cn2c(=O)n(Cc3ccc4c(c3)OCO4)c(=O)c3ccc(C(=O)NC4CCCCC4)cc32)cc1	-16%	.	.	0%	-5%	5	.	13%
O=C(CCNC(=O)c1ccc(Br)cc1)NCc1ccco1	3%	5%	-1%	-1%	?	-7	9	-12%
COc1ccccc1C(=O)NCC(=O)NCCSc1ccc(Br)cc1	-6%	-6%	-1%	16%	.	-5	28	16%
CC[C@H](C)[C@H](NC(N)=O)C(=O)Nc1ccccc1F	-4%	-5%	-2%	-2%	6%	2	2	15%
CC1CCN(C(=O)CSc2nc3c(c(=O)n(C)c(=O)n3C)n2C)CC1	-9%	2%	0%	-3%	16%	-4	1	2%
COc1ccc(OC)c(/C=N/NC(=O)c2ccc(N(C)S(=O)(=O)c3ccccc3)cc2)c1	-1%	0%	14%	3%	26%	0	-1	6%
CCOc1ccc(C(=O)Cn2c(=O)n3nc(CCn4nc(C)cc4C)nc3c3cc(OC)c(OC)cc32)cc1	-11%	.	.	.	8%	6	.	1%
C=CCc1c(C)nc2c(C(=O)O)cnn2c1C	-1%	5%	-2%	-1%	13%	-13	-13	-18%
O=C(NS(=O)(=O)c1ccc(Cl)cc1)c1ccccc1	1%	-2%	2%	14%	-14%	-3	12	5%
COc1ccccc1CN1CC(C(=O)N(C)CCc2nc3ccc(F)cc3[nH]2)CCC1=O (stereo unspecified)	-6%	-3%	2%	-1%	18%	8	17	-21%
CN(C(=O)c1cccc(NC(=O)Cc2cccc(NC(=O)C3CCN(C(=O)C4CCCCC4)CC3)c2)c1)C1CC1	4%	6%	-2%	4%	26%	-7	-6	21%
Cc1ccccc1C(=O)NNC(=O)C12CC3CC(CC(C3)C1)C2	13%	2%	4%	0%	2%	2	5	-4%
O=C(Nc1ccccc1)c1ccccc1Br	-8%	?	-19%	-6%	-5%	-9	0	7%
CNC(=O)c1cccn1-c1ccsc1C(=O)OC	13%	4%	-4%	-7%	-6%	5	9	18%
N#Cc1nc(/C=C/c2ccc(F)cc2)oc1N1CCCCC1	-7%	.	.	.	-12%	7	.	?
CCCc1cc(=O)oc2cc(C)c(CN3CCCC3)c(O)c12	0%	6%	-8%	19%	?	7	-18	-20%
COC(=O)[C@@]12C[C@@H](CC(=O)NCCCN3CCCC3=O)C(=O)N(Cc3ccco3)C1=CCC(C)(C)C2	-3%	-3%	7%	0%	9%	-1	9	15%
C/C(CC(=O)Nc1cc(C)ccn1)=N\NC(=O)c1ccc(C(C)(C)C)cc1	-2%	-8%	2%	9%	7%	-7	8	0%
Cc1cc(S(=O)(=O)NCc2ccc(N3CCN(C)CC3)cc2)c(C)s1	8%	2%	6%	-4%	-9%	-11	-63*	0%
OC1(c2ccccc2)CC(c2ccccc2)c2ccccc2O1 (stereo unspecified)	25%	?	6%	-38%[inhibitor]	11%	73*	5	-9%
CC1CCC(=O)N(CCC#N)CC1 (stereo unspecified)	-10%	24%	11%	-4%	-20%	-8	-4	-2%
CCCCc1cc(=O)oc2cc(OCC(=O)N3C[C@H]4C[C@@H](C3)c3cccc(=O)n3C4)ccc12	-9%	-15%	3%	-3%	4%	5	?	3%
Nc1c(-c2nn[nH]n2)cnn1-c1cc(Cl)cc(Cl)c1	-13%	8%	2%	2%	3%	1	21	3%
c1ccc(-c2cnc(CN3CCN(c4ccccc4)CC3)o2)cc1	23%	-11%	5%	4%	-1%	48*	-58*	20%
CSCCC(NS(=O)(=O)c1ccc(C)cc1)C(=O)N1CCCCCCC1 (stereo unspecified)	8%	10%	-2%	10%	.	5	?	?
CCOc1ccc(NC(=O)NC(=O)N(C(C)C)S(C)(=O)=O)cc1	3%	-2%	-10%	-5%	-17%	-3	7	12%

Look-ups from the results shown.
For EPAC2 agonist, CCOc1ccc(NC(=O)NC(=O)N(C(C)C)S(C)(=O)=O)cc1 is entered as -10%
For D3 ag, CC1CCC(=O)N(CCC#N)CC1 (stereo unspecified) is entered as -8

Next entries follow.
compound	Abeta yeast res	EPAC2 antagonist	EPAC2 agonist	aSyn yeast inh	FUS yeast rescue	D3 ag	DRD3 antagonist	TDP43 rescue
CCN1CCN(C(=O)c2ccc3c(c2)N(Cc2cccc(Cl)c2)C(=O)c2ccccc2S3(=O)=O)CC1	1%	.	.	.	18%	-22	.	11%
COc1ccccc1NC(=O)c1ccc(-c2ccccc2F)o1	-1%	6%	15%	-4%	17%	-10	4	-4%
COc1ccc(OCC(=O)N2CCCC(CO)(CCOc3ccccc3)C2)cc1 (stereo unspecified)	-4%	-9%	3%	2%	24%	5	0	28%
CC(C)(C)OC(=O)n1cc(CCO)c2ccccc21	8%	-5%	-4%	3%	-9%	14	-1	0%
CN(C(=O)COC(=O)c1ccccc1C(=O)N1CCN(c2ccccc2)CC1)c1ccccc1	27%	14%	-3%	0%	9%	4	12	-4%
Nn1c(SCC(=O)Nc2ccccc2Br)nnc1-c1ccco1	-4%	-5%	-1%	0%	3%	-1	7	8%
Cc1ccc(CCNC(=O)C2CC(=O)N(C3CCCCC3)C2)cc1 (stereo unspecified)	.	8%	9%	-2%	6%	3	7	2%
CC1=CC(C)(C)Nc2ccc(OC(=O)CN3C(=O)c4ccccc4C3=O)cc21	-1%	-2%	1%	?	?	2	2	1%

Laid out differently: 15 of the compounds above
Each structure is followed by: Abeta yeast res, EPAC2 antagonist, EPAC2 agonist, aSyn yeast inh, FUS yeast rescue, D3 ag, DRD3 antagonist, TDP43 rescue
COC(=O)[C@@]12C[C@@H](CC(=O)NCCCN3CCCC3=O)C(=O)N(Cc3ccco3)C1=CCC(C)(C)C2
→ -3%, -3%, 7%, 0%, 9%, -1, 9, 15%
C/C(CC(=O)Nc1cc(C)ccn1)=N\NC(=O)c1ccc(C(C)(C)C)cc1
→ -2%, -8%, 2%, 9%, 7%, -7, 8, 0%
Cc1cc(S(=O)(=O)NCc2ccc(N3CCN(C)CC3)cc2)c(C)s1
→ 8%, 2%, 6%, -4%, -9%, -11, -63*, 0%
OC1(c2ccccc2)CC(c2ccccc2)c2ccccc2O1 (stereo unspecified)
→ 25%, ?, 6%, -38%[inhibitor], 11%, 73*, 5, -9%
CC1CCC(=O)N(CCC#N)CC1 (stereo unspecified)
→ -10%, 24%, 11%, -4%, -20%, -8, -4, -2%
CCCCc1cc(=O)oc2cc(OCC(=O)N3C[C@H]4C[C@@H](C3)c3cccc(=O)n3C4)ccc12
→ -9%, -15%, 3%, -3%, 4%, 5, ?, 3%
Nc1c(-c2nn[nH]n2)cnn1-c1cc(Cl)cc(Cl)c1
→ -13%, 8%, 2%, 2%, 3%, 1, 21, 3%
c1ccc(-c2cnc(CN3CCN(c4ccccc4)CC3)o2)cc1
→ 23%, -11%, 5%, 4%, -1%, 48*, -58*, 20%
CSCCC(NS(=O)(=O)c1ccc(C)cc1)C(=O)N1CCCCCCC1 (stereo unspecified)
→ 8%, 10%, -2%, 10%, ., 5, ?, ?
CCOc1ccc(NC(=O)NC(=O)N(C(C)C)S(C)(=O)=O)cc1
→ 3%, -2%, -10%, -5%, -17%, -3, 7, 12%
CCN1CCN(C(=O)c2ccc3c(c2)N(Cc2cccc(Cl)c2)C(=O)c2ccccc2S3(=O)=O)CC1
→ 1%, ., ., ., 18%, -22, ., 11%
COc1ccccc1NC(=O)c1ccc(-c2ccccc2F)o1
→ -1%, 6%, 15%, -4%, 17%, -10, 4, -4%
COc1ccc(OCC(=O)N2CCCC(CO)(CCOc3ccccc3)C2)cc1 (stereo unspecified)
→ -4%, -9%, 3%, 2%, 24%, 5, 0, 28%
CC(C)(C)OC(=O)n1cc(CCO)c2ccccc21
→ 8%, -5%, -4%, 3%, -9%, 14, -1, 0%
CN(C(=O)COC(=O)c1ccccc1C(=O)N1CCN(c2ccccc2)CC1)c1ccccc1
→ 27%, 14%, -3%, 0%, 9%, 4, 12, -4%
